# GIRK2 activator = Activators of human GIRK2-containing channels | P48051 | HEK293 GIRK2/NPY4 cells, thallium flux fluorescence | activation (% efficacy), % for hits at 37.5 µM | AID 1259324 | 34,000 tested, under 10 active;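 active means primary screen hit, no activity in plain HEK293 cells, and in GIRK2-only cells above 5% efficacy rising with concentration; inactive means the rest, including fluorescent compounds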;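 further: efficacy is normalized control-subtracted fluorescence 15 s after thallium addition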
# Target sequence (P48051 whole entry, looked up): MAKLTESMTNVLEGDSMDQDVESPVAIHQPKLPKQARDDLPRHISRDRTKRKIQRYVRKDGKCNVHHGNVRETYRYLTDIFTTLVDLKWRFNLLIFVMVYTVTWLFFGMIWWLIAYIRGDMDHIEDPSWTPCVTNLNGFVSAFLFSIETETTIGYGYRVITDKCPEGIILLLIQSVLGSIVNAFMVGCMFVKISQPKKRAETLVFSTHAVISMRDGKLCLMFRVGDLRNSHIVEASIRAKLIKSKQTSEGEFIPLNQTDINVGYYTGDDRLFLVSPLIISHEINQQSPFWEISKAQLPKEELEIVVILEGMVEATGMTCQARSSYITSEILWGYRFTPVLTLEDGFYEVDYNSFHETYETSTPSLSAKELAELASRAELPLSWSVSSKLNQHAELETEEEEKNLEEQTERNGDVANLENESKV
# Calls only; i = inactive.
item	canonical_smiles	GIRK2 activator
1	COC(=O)Nc1nc(CC(=O)Nc2ccc(C(=O)OC)cc2)cs1	i
2	Cc1[nH]c(=O)[nH]c(=O)c1CC(=O)Nc1nc(-c2ccccc2)cs1	i
3	CCC(=O)N1CCCc2ccc(NC(=O)NCc3ccccc3)cc21	i
4	CCNc1nn(CC(=O)Nc2ccc(C)cc2C)c(N)c1-c1nc(-c2ccccc2C)no1	i
5	Cc1cc(C(=O)Nc2nn(C)c3c2CC(C)C(=O)N3)c(C)o1 (stereo not drawn)	i
6	O=C(Nc1nc(-c2ccco2)cs1)c1csc(-c2cnccn2)n1	i
7	O=C(NCCNc1ccc(Nc2ccncc2)nn1)c1ccc(C(F)(F)F)cc1	i
8	CCCNC(=O)c1cc(-c2cccs2)nc2c1c(C)nn2C1CCS(=O)(=O)C1 (stereo not drawn)	i
9	Cc1cc(NC(=O)C(=O)NCC(c2cccc3ccccc23)N(C)C)no1 (stereo not drawn)	i
10	COc1ccc(NC(=O)NCCCn2nc(-c3ccco3)ccc2=O)c(OC)c1	i
11	COc1ccc2nc(-c3cccc(NC(=O)c4ccccc4C(F)(F)F)c3)cn2n1	i
12	CCN1CCN(CC(O)COCC23CC4CC(CC(C4)C2)C3)CC1 (stereo not drawn)	i
13	CCOc1ccc(CC(=O)Nc2cc(-c3ccco3)nn2-c2nc3c(c(=O)[nH]2)CCCC3)cc1	i
14	CC1CN(c2nc3c(c(=O)[nH]c(=O)n3C)n2CC(=O)O)CC(C)O1 (stereo not drawn)	i
15	CCCCN(C)S(=O)(=O)c1ccc(C(=O)Nc2ccc3scnc3c2)cc1	i
16	COc1ccc(-c2ccc(=O)n(CCNC(=O)Nc3ccc(C)c(F)c3)n2)cc1OC	i
17	COc1ccc(S(=O)(=O)Nc2cccc(Oc3ccc(C)nn3)c2)c(C)c1C	i
18	COc1ccc(-c2cc(CC(=O)Nc3ccc(OC)c(OC)c3)no2)cc1	i
19	COc1ccc(NC(=O)c2sccc2N(C)S(=O)(=O)c2ccccc2)cc1Cl	i
20	COc1ccc(OCC(=O)Nc2ccc3c(c2)N(C(=O)C(C)(C)C)CC3)cc1	i
21	O=S(=O)(c1ccccc1)N1CCN(c2ccc(Nc3ccncc3)nn2)CC1	i
22	O=C(NCCc1ccccc1)C1CCN(c2ccc(-c3cccs3)nn2)CC1	i
23	Cc1nc(C)c(C(=O)NCC#CCN2CCc3ccccc3C2)s1	i
24	Cn1nccc1C(=O)Nc1nc(-c2ccccc2)c(C(=O)c2ccccc2)s1	i
25	CC(=O)Nc1ccc(NC(=O)Cn2cnc3c(-c4ccccc4)csc3c2=O)cc1	i
26	O=C(Nc1c2c(nn1-c1ccc(Cl)cc1)CS(=O)(=O)C2)C(=O)N1CCCCC1	i
27	CC(C)c1nnc(SCC(N)=O)c2c1cnn2-c1ccccc1	i
28	O=C(c1ccccc1Cl)N1CCC2(CC1)NC(=O)N(CCc1ccccc1)C2=O	i
29	COCCNc1cc(C(C)C)nc2c(-c3ccccc3)c(C)nn12	i
30	O=S(=O)(/C=C/c1ccccc1)N1CCC(c2nnc(-c3ccco3)o2)CC1	i
31	COc1cn(CC(=O)Nc2ccc(NC(C)=O)cc2)c(CSc2ncccn2)cc1=O	i
32	O=C(Nc1nnc(Cc2ccc(Cl)s2)o1)c1ccco1	i
33	O=C(NCC#CCN1CCc2ccccc2C1)Nc1cccc(Cl)c1	i
34	NC(=O)c1ccc(NC(=O)C(=O)NCc2ccco2)cc1	i
35	C/C(=C/C(=O)O)C(=O)Nc1nc(-c2ccc(Cl)cc2)cs1	i
36	O=C(NCCc1ccccc1)c1csc(Nc2ccccc2)n1	i
37	O=[N+]([O-])c1ccc(S(=O)(=O)N2CCN(c3ccc(N4CCN(CCO)CC4)nn3)CC2)cc1	i
38	O=C(Nc1ccc(F)cc1F)N1CCN(c2ccc3nnc(C4CC4)n3n2)CC1	i
39	Cc1ccc(S(=O)(=O)CCCC(=O)N(Cc2ccccc2)c2nc3ccccc3s2)cc1	i
40	Cc1c(C(=O)NCCCOC(C)C)c(C(F)(F)F)nn1C1CCN(C)CC1	i
41	CC1Cc2ccccc2N1C(=O)CCn1cnc2c(cnn2-c2ccc(F)cc2)c1=O (stereo not drawn)	i
42	COc1ccc(C2(CNC(=O)c3cc(OC)c(OC)c(OC)c3)CCOCC2)cc1	i
43	Cc1cc(C(=O)NCC(C)(O)C2CC2)c(C)o1 (stereo not drawn)	i
44	COc1cccc(CNC(=O)Cc2csc(Nc3ccc(F)cc3)n2)c1	i
45	O=C(Cn1nc2c(c1NC(=O)c1ccc([N+](=O)[O-])o1)CSC2)NCC1CCCO1 (stereo not drawn)	i
46	NC(=O)Cc1csc(NC(=O)C2CN(c3nc4c(C(F)(F)F)cccc4s3)C2)n1	i
47	CS(=O)(=O)N1CCCC(C(=O)Nc2cc(Cl)cc(Cl)c2)C1 (stereo not drawn)	i
48	O=C(O)C1CCCCC1C(=O)N1CCNCC1 (stereo not drawn)	i
49	O=C(c1ccc(S(=O)(=O)c2ccccc2)nc1)N1CCN(C2CCCCC2)CC1	i
50	O=C(NCCCn1nc(-c2ccc(F)cc2)ccc1=O)c1cnn(-c2ccccc2)n1	i
51	CCn1c(SCC(=O)NCc2ccco2)nc2nc(-c3ccccc3)ncc2c1=O	i
52	O=C(NCCC1=CCCCC1)c1ccc(Cn2c(=S)[nH]c3ccc(Br)cc3c2=O)cc1	i
53	CC(=O)Nc1ccc(NC(=O)C(=O)NCCN2CCOCC2)cc1	i
54	O=C(NCC1(c2ccccc2)CCOCC1)c1cc2ccccc2oc1=O	i
55	O=C(c1c[nH]c2ccccc12)N1CC(C(=O)N2CCC3(CC2)OCCO3)C1	i
56	CC(C)C(=O)Nc1ccc(SCCN2CCOCC2)nn1	i
57	COc1cc(NC(=O)CCc2csc(NC(=O)c3ccco3)n2)cc(OC)c1OC	i
58	COc1ccc(-c2nnc3ccc(OCCNC(=O)C4CC4)nn23)cc1	i
59	O=C(NCC(O)(c1ccccc1)C(F)(F)F)C1COc2ccccc2O1 (stereo not drawn)	i
60	O=C(Nc1ccc(F)c(Cl)c1)c1ccc(=O)n(Cc2ccc(C(F)(F)F)cc2)c1	i

# (cont.)
item	canonical_smiles	GIRK2 activator
61	COc1ccc(-c2cccc(NC(=O)Nc3ccccc3)c2)nn1	i
62	Cc1cc(C(=O)N2CC(C(=O)Nc3ncc(C)s3)C2)no1	i
63	Cc1[nH]n2c(=O)cc(C(C)C)nc2c1-c1ccccc1	i
64	O=C(NCC(O)Cc1ccccc1)C(=O)Nc1ccccc1Cl (stereo not drawn)	i
65	Cc1ccc(-c2ccc(=O)n(CCCNC(=O)Nc3ccc(F)c(Cl)c3)n2)cc1	i
66	CC1CN(C(=O)CSc2nnc(-c3ccncc3)o2)CC(C)O1 (stereo not drawn)	i
67	Cc1ccc(-c2noc(-c3cn(CC(=O)NC4CCc5ccccc54)c4nc(C)ccc4c3=O)n2)cc1 (stereo not drawn)	i
68	O=C(Cc1noc2ccccc12)NC1CCCCC1N1C(=O)CSC1=O (stereo not drawn)	i
69	O=C(NCC1CCN(C(=O)COc2ccccc2)CC1)c1cc(-c2ccco2)on1	i
70	CSc1ccccc1CN1CCC(CNS(=O)(=O)/C=C/c2ccccc2)CC1	i
71	O=C(c1ccccc1)N1CCN(C(=O)c2ccc[nH]2)CC1	i
72	Cc1c(Cl)cccc1NC(=O)C(=O)NCC(c1cccs1)N(C)C (stereo not drawn)	i
73	COc1ccccc1S(=O)(=O)NCCn1nc(-c2ccccn2)n(C)c1=O	i
74	CC1(C)OC2OC(C(=O)N3CCOCC3)C3OC(C)(C)OC3C2O1 (stereo not drawn)	i
75	CN(C)S(=O)(=O)c1ccc(C(=O)NCC2CCN(C(=O)Oc3ccccc3)CC2)cc1	i
76	CC(C)(C)c1ccc(OCCCC(=O)N2CCOCC2)cc1	i
77	COc1cccc(-n2nnnc2SCC(=O)N2CCOCC2)c1	i
78	CS(=O)(=O)N1CCCC(C(=O)Nc2nnc(C3CCCCC3)o2)C1 (stereo not drawn)	i
79	Cc1cc(NC(=O)C2CCN(C(=O)C3c4ccccc4Oc4ccccc43)CC2)no1	i
80	O=C(c1cccc(C(F)(F)F)c1)N1CCc2cc(S(=O)(=O)NC3CCCC3)ccc21	i
81	CCCCN1C(=O)CCc2cc(NC(=O)c3cccc(OC)c3OC)ccc21	i
82	Cc1ccccc1-c1ccc(SCC(=O)N2CCCCC2)nn1	i
83	CC(C)NC(=O)CSc1nnc(CCn2ccc(=O)[nH]c2=O)o1	i
84	O=C(Cc1ccc(NC(=O)c2ccc(C(F)(F)F)cc2)cc1)NCc1cccs1	i
85	O=C(CS/C(=C\c1ccccc1)C(=O)O)Nc1ccc(Cl)cc1	i
86	CSCCC(C)(O)CNC(=O)c1cc(-c2ccco2)on1 (stereo not drawn)	i
87	COc1ccccc1CCNC(=O)Cc1csc(NC(=O)c2ccc(=O)[nH]c2)n1	i
88	COc1ccc(Cl)cc1NC(=O)Nc1ccc2c(c1)CCC(=O)N2	i
89	O=C(NCCCn1cccc1)c1csc(-c2ccccc2)n1	i
90	CC(C)=CC(=O)Nc1ccc(OCc2ccccc2)cc1	i
91	COc1cc(OC)cc(C(=O)Nc2ccc3ncsc3c2)c1	i
92	CC1(C)N=C(SCC(=O)Nc2ccccc2)C(c2ccc(Br)cc2)=N1	i
93	COc1ccc(-c2noc(C3CC(=O)N(c4ccc(C)cc4)C3)n2)cc1 (stereo not drawn)	i
94	Cc1cc(C)cc(OCCNC(=O)Cn2nc(-c3ccncc3)ccc2=O)c1	i
95	Cc1cc(C)n(CCN2CCCN(C(=O)c3cn(C)nn3)CC2)n1	i
96	CC(=O)c1ccc(OCC(O)CN2CCN(c3cccc(Cl)c3)CC2)cc1 (stereo not drawn)	i

# Part of the list above, as labelled records.
(94) Cc1cc(C)cc(OCCNC(=O)Cn2nc(-c3ccncc3)ccc2=O)c1
  GIRK2 activator: i

(87) COc1ccccc1CCNC(=O)Cc1csc(NC(=O)c2ccc(=O)[nH]c2)n1
  GIRK2 activator: i

(90) CC(C)=CC(=O)Nc1ccc(OCc2ccccc2)cc1
  GIRK2 activator: i

(89) O=C(NCCCn1cccc1)c1csc(-c2ccccc2)n1
  GIRK2 activator: i

# Next part:
item	canonical_smiles	GIRK2 activator
97	O=C(Nc1ccc(Nc2cc(-n3cccn3)ncn2)cc1)C1CCCC1	i
98	NC(=O)c1ccc(NC(=O)C(=O)NCc2ccccc2)cc1	i
99	COc1ccccc1N1CCN(C(=O)c2cccc(N3C(=O)NC4CC3(C)Oc3ccccc34)c2)CC1 (stereo not drawn)	i
100	CC(C)(C)c1csc(CN2CCN(S(=O)(=O)c3ccc4c(c3)OCCO4)CC2)n1	i
101	O=C(N(Cc1ccccn1)Cc1ccco1)C1(c2cccs2)CCCC1	i
102	O=C(C1CCCO1)N1CCC2(CC1)NC(=O)N(CCc1ccccc1)C2=O (stereo not drawn)	i
103	Cc1csc(C(=O)NCCN2CCN(S(C)(=O)=O)CC2)c1	i
104	O=C(NCCn1nc(-n2cccn2)ccc1=O)c1ccno1	i
105	CC(=O)c1ccc(C(=O)Nc2ccc3ncsc3c2)cc1	i
106	Cc1cc(=O)n(CC(=O)Nc2ccc(C)c(Cl)c2)cn1	i
107	COc1ccc(CC(=O)NCCN2CCC(c3cccs3)CC2)cc1OC	i
108	CCOc1nn(CC)cc1-c1nnc(SCC(=O)Nc2ccccc2)n1C	i

# Taken from the listing for reference:
item	canonical_smiles	GIRK2 activator
97	O=C(Nc1ccc(Nc2cc(-n3cccn3)ncn2)cc1)C1CCCC1	i
98	NC(=O)c1ccc(NC(=O)C(=O)NCc2ccccc2)cc1	i
99	COc1ccccc1N1CCN(C(=O)c2cccc(N3C(=O)NC4CC3(C)Oc3ccccc34)c2)CC1 (stereo not drawn)	i
100	CC(C)(C)c1csc(CN2CCN(S(=O)(=O)c3ccc4c(c3)OCCO4)CC2)n1	i

# Continued:
item	canonical_smiles	GIRK2 activator
109	COc1ccc(NC(=O)NCCCn2nc(-c3cccs3)ccc2=O)cc1	i
110	O=C(COc1ccccc1)NCCOc1ccc(-c2ccco2)nn1	i
111	CCOC(=O)c1c(NC(=O)CCCS(=O)(=O)c2ccccc2)sc2ccccc12	i
112	CSCCn1c(=NC(=O)c2ccnn2C)sc2cc(S(C)(=O)=O)ccc21	i
113	CCOC(=O)C1CCN(S(=O)(=O)CCCOc2ccc(F)cc2)CC1	i
114	O=C(NCCN1CCN(C(=O)c2ccsc2)CC1)c1ccc([N+](=O)[O-])o1	i
115	Cc1onc(-c2ccccc2Cl)c1C(=O)NCCc1csc2nc(-c3cccc(F)c3)nn12	i
116	CCOCCn1cnc2cc(C)c(C)cc21	i
117	CC(C)NC(=O)CN1CCN(c2nccn2-c2cccc(Cl)c2)CC1	i
118	COc1ccc(SCCC(=O)Nc2ccc(OC)c3ccccc23)cc1	i
119	CC(O)c1cccc(Nc2nnnc3c2cnn3-c2ccccc2)c1 (stereo not drawn)	i
120	COc1ccccc1NC(=O)CSc1ncc(S(=O)(=O)c2ccc(Cl)s2)c(N)n1	i
121	O=c1c(-c2ccccc2)coc2c3c(ccc12)OCN(C1CC1)C3	i
122	CC(C)N1CCC(CNC(=O)c2cccs2)CC1	i
123	CCOC(=O)C1CCN(S(=O)(=O)CCCOc2cccc3c2OC(C)(C)C3)CC1	i
124	Cc1cccc(NC(=O)Cn2c(C3CC3)nc3c(cnn3-c3ccccc3)c2=O)c1	i
125	O=C(c1ccc(=O)n(Cc2cccc(C(F)(F)F)c2)c1)N1CCc2ccccc21	i
126	CCSc1cccc(C(=O)Nc2ccc3scnc3c2)c1	i
127	COc1ccc(Cl)cc1NC(=O)N1CCN(c2ccc(-c3ccco3)nn2)CC1	i
128	COc1ccc(N2CCN(C(=O)/C=C/c3ccc(OC)c(OC)c3)CC2)nn1	i
129	C1CCC(CN2CCNCC2)C1	i
130	C#CCn1c(=NC(=O)c2ccn(C)n2)sc2cc3c(cc21)OCCO3	i
131	O=C(CCn1cnc2c(cnn2-c2ccccc2)c1=O)NCc1ccccn1	i
132	CC(C)(C)n1nc2c(c1NC(=O)C(=O)NCc1cccs1)CS(=O)(=O)C2	i

# This is a subset; count on the stated rates, not on these rows.
